# Source: PubChem
# eLon inh: inhibitors of E. coli Lon protease; P0A9M0; purified E. coli Lon protease, fluorescence polarization; inhibition, % at 7.94 µM; actives 0.42% (n = 360,000); AID 602123; in the data active means inhibition above about 13%, passing the limit was not always enough;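 further: 0% = enzyme with probe and DMSO and 100% = no enzyme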
# Target sequence (P0A9M0 whole entry, looked up): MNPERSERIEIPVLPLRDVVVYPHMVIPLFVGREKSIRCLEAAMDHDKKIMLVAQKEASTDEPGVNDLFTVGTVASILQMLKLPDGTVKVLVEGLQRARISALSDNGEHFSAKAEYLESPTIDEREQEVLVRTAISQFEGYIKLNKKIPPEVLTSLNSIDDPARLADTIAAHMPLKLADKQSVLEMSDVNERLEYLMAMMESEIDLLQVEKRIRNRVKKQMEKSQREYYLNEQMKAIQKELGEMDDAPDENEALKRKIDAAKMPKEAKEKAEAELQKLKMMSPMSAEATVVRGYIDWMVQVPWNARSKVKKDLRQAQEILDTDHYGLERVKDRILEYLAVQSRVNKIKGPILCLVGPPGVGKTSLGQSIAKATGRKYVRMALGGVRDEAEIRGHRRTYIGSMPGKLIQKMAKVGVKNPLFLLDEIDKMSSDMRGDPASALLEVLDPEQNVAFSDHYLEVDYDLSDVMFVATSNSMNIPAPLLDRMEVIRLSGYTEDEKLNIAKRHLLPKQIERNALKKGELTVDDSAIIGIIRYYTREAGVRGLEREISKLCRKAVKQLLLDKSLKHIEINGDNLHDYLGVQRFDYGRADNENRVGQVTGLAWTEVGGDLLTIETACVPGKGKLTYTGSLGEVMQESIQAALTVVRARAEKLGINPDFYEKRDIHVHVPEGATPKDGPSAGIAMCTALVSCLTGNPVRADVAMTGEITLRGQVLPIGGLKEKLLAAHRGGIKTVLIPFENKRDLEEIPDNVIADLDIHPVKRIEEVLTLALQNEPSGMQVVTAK
# TbMetRS inhib: Trypanosoma brucei MetRS inhibition; purified T. brucei MetRS, ATP depletion, Kinase-Glo luminescence; inhibition, % at 11.9 µM; actives 0.4% (n = 360,000);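 active means inhibition above a per-plate cutoff of the control wells' mean inhibition plus 3 SD, cut at about 5.5% in these data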;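 further: 0% = DMSO wells median and 100% = median of wells with control inhibitor compound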
#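 System: purified T. brucei MetRS enzyme / Detection: Kinase-Glo luciferase luminescence reporting remaining unconsumed ATP / Medium: HEPES buffer with MgCl2, KCl, DTT, spermine, BSA, pyrophosphatase / Replication: singlicate, one well per compound / Evaluation: percent inhibition relative to median high and low control wells / Schedule: 2 h aminoacylation at 25 °C after 15 min preincubation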
# MsrA act: activates bovine MsrA enzyme | actives 0.3% (n = 360,000) | purified bovine MsrA, absorbance read-out | activation, % at 10.6 µM; in the data active means activation above about 7.5%;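 further: 0% = vehicle and 100% = reference activator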
# FAS TE block: blocks the thioesterase domain of human fatty acid synthase | inhibition, % at 15 µM | recombinant FAS-TE, OMFH fluorogenic substrate, fluorescence endpoint | P49327 | actives 0.67% (n = 360,000) | AID 602261;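 active means compounds whose normalised, plate-corrected inhibition of enzyme fluorescence in the single-dose primary screen is 50% or more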;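 further: 0% = DMSO with enzyme and 100% = substrate without enzyme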
# MLLE-PAM2 inh: inhibitors of microRNA-mediated deadenylation, human PABP1 MLLE binding | actives 0.36% (n = 360,000) | P11940 | GST-MLLE / FITC-PAM2 fluorescence polarization | inhibition, % at 20 µM | AID 588489; in the data active means inhibition above about 35%, passing the limit was not always enough;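 further: plate controls were DMSO wells with GST-MLLE for no effect and wells lacking GST-MLLE protein for full effect; some results filed as inactive read as strong as hits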
# MT1-MMP act inh: blocks activation of human MT1-MMP. HT1080 RFP-PRO-GFP cells, GFP/RFP ratio fluorescence, overnight; percent of plate control window, DMSO zero. GFP/RFP ratio change, % at 20 µM. actives 0.061% (n = 360,000);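 active means GFP/RFP ratio change of at least 30% with cell ATP level not reduced by more than half and red fluorescence within 50% of control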; further: strong numbers were not always called active
#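 Test system: HT1080 RFP-PRO-GFP cells; Benchmarks: DMSO and RFP-L50D-GFP cell wells; Timing: cells overnight before dosing, compound overnight, 37 °C, 5% CO2; Compound: one 20 µM compound dose with 1% DMSO; Read-out: GFP/RFP fluorescence ratio.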
# NRP1-CendR mod: NRP-1/CendR interaction modulation; AID 602438; O14786; FAM-RPARPAR peptide binding to NRP-1, fluorescence polarization; actives 0.85% (n = 360,000); inhibition, % at 25 µM;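 active means inhibition or corrected inhibition above about 18%, plus a signal ratio from 0.5 to 1.5, limit read from the data, passing the limit was not always enough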; further: strong numbers were not always called active
# MsrA inhibitor: inhibitors of bovine MsrA | inhibition, % at 15.5 µM | AID 651718 | purified bovine MsrA, absorbance read-out | actives 0.75% (n = 360,000); in the data active means inhibition above about 4.5%;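 further: 0% = vehicle wells with enzyme and 100% = reference inhibitor wells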
# SKN-1 block: blocks SKN-1 activity in C. elegans; C. elegans VP596 Pgst-4::GFP/RFP ratio, acrylamide-induced, 24 h; inhibition, % at 21.8 µM; actives 0.49% (n = 360,000);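 active means interference check ratio from 0.5 to 1.5 plus GFP to RFP signal ratio inhibition reaching or exceeding a fixed threshold, cut at about 30% in these data, passing the limit was not always enough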; further: some compounds called inactive have numbers as strong as hits
# * marks the source's active call; other numbers are inactive results; x = no result given.
SMILES,eLon inh,TbMetRS inhib,MsrA act,FAS TE block,MLLE-PAM2 inh,MT1-MMP act inh,NRP1-CendR mod,MsrA inhibitor,SKN-1 block
COc1ccc(N(CC(=O)Nc2ccc(C)c(C)c2)S(=O)(=O)c2c(C)n[nH]c2C)cc1,-5,-0.1,1,10,2,3,4,0.2,5
Cc1ccc(-c2nc(CS(=O)CC(=O)N3CCN(c4ncccn4)CC3)c(C)o2)cc1 (stereo not drawn),-1,-0.4,-12,-8,21,3,-11,1.4,-19
COc1cccc(N2CC(O)Cn3c2nc2c3c(=O)n(CCCc3ccccc3)c(=O)n2C)c1 (stereo not drawn),-3,0.0,0,-2,-2,-4,7,0.0,0
COc1cccc(-c2c(-c3cc(OC)cc(OC)c3)n(C)c3ccc(-c4cccc5[nH]ccc45)cc23)c1,-16,-0.1,-4,42,5,-14,-15,1.3,-3
COCCN(C(=O)COC(=O)c1ccc(C)o1)c1c(N)n(Cc2ccccc2)c(=O)[nH]c1=O,-4,-0.5,-6,-5,5,4,2,1.2,-2
CCN(CC)C(=O)c1cccc(NC(=O)C2CCN(C(=O)c3cccs3)CC2)c1,-1,0.0,-1,-2,-6,1,-3,-0.2,-7
O=C(O)Cn1c(=O)c2cccn2c2ccccc21,6,-0.3,-3,-2,2,5,2,-0.6,11
CCOC(=O)c1ccc(NS(=O)(=O)c2cc3c4c(c2)CCN4C(=O)CC3)cc1,15,0.2,-2,-12,-3,3,6,-1.2,3
CC1(C)OC(=O)C2=C(C[C@@H](C3CCCCC3)O[C@H]2c2ccc(Cl)cc2)O1,-12,-0.2,-2,27,2,-2,0,0.2,-8
Cc1ccc(-c2ccc(C(=O)NCc3ccccc3)o2)c2ccccc12,13,-0.1,-3,24,3,-2,-2,2.2,-2
CC1=CC(C)(C)NC(=S)N1c1ccc([N+](=O)[O-])cc1,10,0.3,-3,-6,-10,4,-3,-0.8,-1
NC(=O)c1cc([N+](=O)[O-])c(Cl)cc1NCc1ccncc1,-8,0.8,-1,9,6,-4,6,1.6,-3

# Rewritten with bars between the fields: part of the list above
SMILES | eLon inh | TbMetRS inhib | MsrA act | FAS TE block | MLLE-PAM2 inh | MT1-MMP act inh | NRP1-CendR mod | MsrA inhibitor | SKN-1 block
Cc1ccc(-c2nc(CS(=O)CC(=O)N3CCN(c4ncccn4)CC3)c(C)o2)cc1 (stereo not drawn) | -1 | -0.4 | -12 | -8 | 21 | 3 | -11 | 1.4 | -19
COc1cccc(N2CC(O)Cn3c2nc2c3c(=O)n(CCCc3ccccc3)c(=O)n2C)c1 (stereo not drawn) | -3 | 0.0 | 0 | -2 | -2 | -4 | 7 | 0.0 | 0
COc1cccc(-c2c(-c3cc(OC)cc(OC)c3)n(C)c3ccc(-c4cccc5[nH]ccc45)cc23)c1 | -16 | -0.1 | -4 | 42 | 5 | -14 | -15 | 1.3 | -3
COCCN(C(=O)COC(=O)c1ccc(C)o1)c1c(N)n(Cc2ccccc2)c(=O)[nH]c1=O | -4 | -0.5 | -6 | -5 | 5 | 4 | 2 | 1.2 | -2
CCN(CC)C(=O)c1cccc(NC(=O)C2CCN(C(=O)c3cccs3)CC2)c1 | -1 | 0.0 | -1 | -2 | -6 | 1 | -3 | -0.2 | -7
O=C(O)Cn1c(=O)c2cccn2c2ccccc21 | 6 | -0.3 | -3 | -2 | 2 | 5 | 2 | -0.6 | 11
CCOC(=O)c1ccc(NS(=O)(=O)c2cc3c4c(c2)CCN4C(=O)CC3)cc1 | 15 | 0.2 | -2 | -12 | -3 | 3 | 6 | -1.2 | 3

# Later entries
SMILES,eLon inh,TbMetRS inhib,MsrA act,FAS TE block,MLLE-PAM2 inh,MT1-MMP act inh,NRP1-CendR mod,MsrA inhibitor,SKN-1 block
COc1ccc([C@H]2C[C@@H](O)[C@H](n3cc(COC(=O)c4ccccc4)nn3)CN2CC2CCCCC2)cc1,4,-0.9,-5,18,-7,-2,-8,0.7,-12
Cc1oc2c(Cl)c(Cl)c(O)c(CN(C)C)c2c1C(=O)c1ccc(Cl)cc1,-1,-0.2,-1,6,4,-15,0,-0.4,18
COc1ccc(-n2c(-c3ccco3)n[nH]c2=S)cc1,-10,0.3,2,-10,10,5,-7,-1.4,-9
C[C@H](NC(=O)Cc1cccc2ccccc12)C(=O)N1CCCN(C)CC1,-3,-0.8,-5,-5,21,5,-6,0.0,2
CCN1C(=O)N(c2ccc(Cl)cc2)C(C)=CC1(C)C,-3,-1.5,-5,-6,-5,2,6,-0.7,-2
Cc1ccc(Cn2c(=O)c3c(ncn3C)n(C)c2=O)cc1,4,-0.2,-4,0,7,3,-7,-0.9,8
CCOc1cc(N2CCOCC2)c(OCC)cc1NC(=O)c1ccc2ncsc2c1,0,-0.5,-4,-4,-12,-1,-10,-0.3,1
O=C(c1ccccc1[N+](=O)[O-])N1CCCC(C(=O)N2CCCCCC2)C1 (stereo not drawn),2,-0.2,-2,-5,7,-2,11,0.9,17
Cc1ccc(NC(=O)c2cccc(C(F)(F)F)c2)cc1NC(=O)c1[nH]cnc1C(N)=O,0,-0.2,-3,0,19,10,8,-0.2,-17
C=CCc1cccc(CNc2nc3ccccc3n2CCC)c1O,-1,19*,-2,39,-1,-8,11,0.5,4
Cc1[nH]c2ccccc2c1C1C(c2ccccc2)=NN=C(C(C)C)N1O (stereo not drawn),2,-0.8,-4,-1,-9,-5,-6,1.1,9
COc1ccc(N2C(S)=C(C#N)C(=O)NC23CCCCC3)cc1,2,-0.7,-4,-3,16,2,13,0.7,-3
CC(C)n1nc(C(=O)OCn2nnc3ccccc3c2=O)c2ccccc2c1=O,5,-0.3,-5,9,-8,2,-10,0.8,6
CCCCNC(=O)c1ccc2c(c1)N(CC)C(=O)c1ccccc1S2(=O)=O,-18,0.3,-1,-4,-3,2,-2,1.1,-6
CC(C)(C)OC(=O)C(Cc1ccc(OC(C)(C)C)cc1)NC(=O)CNC(=O)CNC(=O)OCc1ccccc1 (stereo not drawn),-2,-1.0,-5,-2,11,3,-1,-0.7,4
O=C(NCc1cccnc1)/C(=N\O)c1ccccc1,-1,0.2,-3,-4,-7,7,-4,-0.6,5
COc1ccc(C(C)(C)C)cc1NC(=O)COC(=O)c1cc(SC)ccc1Cl,7,-0.6,-11,39,-5,1,-15,2.0,-12
CCOc1cc(C(=O)Nc2ccc(NC(C)=O)cc2)ccc1OCC(=O)N1CCCCC1,-10,-0.8,-10,-2,-1,-2,8,0.7,-2
COc1ccc(N2C(=O)CS/C2=C\[N+](=O)[O-])cc1,-13,-1.0,-12,-9,14,5,-6,2.2,1
CN1CCN(C(=O)c2ccc(C(C)(C)C)cc2)CC1,-8,-0.5,3,-4,3,3,4,-0.6,-1
CCCCCc1c(C)nc(N2CCc3ccccc32)[nH]c1=O,2,-0.9,-3,-6,13,7,-13,-0.7,6
O=C(/C=C/c1ccc2c(c1)OCCCO2)c1ccc2ccccc2c1O,-6,0.8,-2,18,-13,2,-13,-0.2,4
OCCN1CCOCCOc2ccccc2OCCOCC1,2,-1.0,-4,-9,5,-5,14,-1.5,17
Cc1cccc(C(=O)NNC(=O)CCC(=O)Nc2cccc(Cl)c2C)c1,-1,0.3,-3,-7,3,2,5,1.3,3
COc1cc2c(cc1OC)C(C(=O)N(C)Cc1ccccc1)C(c1cccnc1)N(C)C2=O (stereo not drawn),-1,-0.4,-2,-2,-5,-2,-2,-1.9,1
CC(=O)OCCN(Cc1ccccc1)Cc1ccc2c(c1)OCO2,-4,-0.5,0,19,-5,-1,-3,-0.5,1
CC(=O)CCc1c(C)[nH]c2ccccc2c1=O,-5,1.0,-4,-9,1,-2,6,0.5,-4
COc1ccccc1NC(=O)C1CCN(c2ncccn2)CC1,0,0.5,-3,-3,5,7,-1,0.9,11
Cc1cccc(C(=O)NCc2nnc3c4ccccc4c(-c4ccccc4)nn23)c1,-4,-0.8,-3,25,-10,9,-1,0.9,2
CN(C)CCCN(C(=O)C1COc2ccccc2O1)c1nc2cc3c(cc2s1)OCO3 (stereo not drawn),-1,0.2,-1,-2,-2,-1,9,0.9,10
COc1ccc(S(=O)(=O)N2C[C@H]3CON(C)[C@H]3C[C@H]2c2ccc(-c3cc4ccccc4o3)cc2)cc1,9,-1.4,-2,27,-2,x,-16,2.9,8
CCCc1c(C(=O)OCC)sc(N)c1C#N,-6,-0.5,-5,-1,29,-3,12,0.3,8
CC(=O)C1=C(O)CC(c2ccccc2)CC1=NCCc1c(C)[nH]c2ccc(C)cc12 (stereo not drawn),-6,-1.2,-6,8,-11,2,8,-0.9,0
O=C(NCc1ccc2c(c1)OCO2)c1ccncc1,-14,-0.1,2,-3,14,4,-12,-0.7,30
CCOc1ccccc1OCCCC(=O)Nc1cc(S(=O)(=O)N2CCOCC2)ccc1OC,-9,0.4,-2,0,-4,2,18,0.2,7
CC(C)CCn1c(=O)c(C(=O)N/N=C/c2cccc(F)c2)c(O)c2ccccc21,-17,-0.1,-3,15,8,-1,-8,-0.8,4
NC(=O)c1ccccc1N/C=C/C(=O)c1cccs1,-7,-1.7,-3,-4,-20,-19,-2,3.5,-16
O=C(Nc1nnc(-c2ccccc2Cl)o1)c1cccnc1,7,-1.6,-9,-9,-4,-1,-3,-0.4,-6
CC1(C)CC(=O)C=C(c2ccc(-c3ccc4[nH]ccc4c3)cc2)C1=O,1,-0.6,-1,18,-10,10,-4,0.3,4
O=C(CCc1ccccc1)NNC(=O)Nc1cccc(Cl)c1,6,-0.1,-3,7,1,-3,-2,-0.2,12
O=C(NCCCCNC(=O)C1CCCC1)C1CCCC1,1,0.3,-2,-8,0,1,-6,-0.9,4
CCOc1ccccc1N1C(=O)CC(Sc2ncccc2C(=O)O)C1=O (stereo not drawn),-2,-0.2,1,-4,-1,6,7,0.6,9
CC(=O)c1c(C(C)=O)c(C)n(-c2cccc3cccnc23)c1C,-1,-0.5,-5,-2,24,2,6,-0.4,-6
C=CCn1c(COc2ccc(Cl)cc2)nnc1SCC(=O)c1c(N)n(C)c(=O)n(C)c1=O,7,0.0,-3,1,-96,-1,11,1.7,1
COC(=O)C1=C(C)N(Cc2cccnc2)C(=O)/C1=C\c1sccc1C,-1,-0.7,-2,2,3,-3,6,1.9,5
CC(C)CN(C)Cc1c(C(=O)N2CCc3ccccc3C2)nc2ccc(Cl)cn12,2,0.4,-1,20,7,-3,4,0.9,1

# Three structures already listed, sorted by SMILES length, descending:
SMILES,eLon inh,TbMetRS inhib,MsrA act,FAS TE block,MLLE-PAM2 inh,MT1-MMP act inh,NRP1-CendR mod,MsrA inhibitor,SKN-1 block
CCOc1ccccc1N1C(=O)CC(Sc2ncccc2C(=O)O)C1=O (stereo not drawn),-2,-0.2,1,-4,-1,6,7,0.6,9
O=C(Nc1nnc(-c2ccccc2Cl)o1)c1cccnc1,7,-1.6,-9,-9,-4,-1,-3,-0.4,-6
NC(=O)c1ccccc1N/C=C/C(=O)c1cccs1,-7,-1.7,-3,-4,-20,-19,-2,3.5,-16
